# ST2 IL33 inh: inhibitors of human ST2 (IL1RL1) binding to IL-33, primary screen, biochemical, AlphaLISA | Interleukin-1 receptor-like 1 (Homo sapiens), Q01638 | AlphaLISA ST2-Fc/biotin-IL-33 interaction, 1 h | inhibition, % for hits at 17 µM | 2.3% of 78,000 active | AID 1259354, 2018; in the data active = inhibition above about 30%; inconclusive = mostly about 10% to 28%
# Target sequence (Q01638 whole entry, looked up): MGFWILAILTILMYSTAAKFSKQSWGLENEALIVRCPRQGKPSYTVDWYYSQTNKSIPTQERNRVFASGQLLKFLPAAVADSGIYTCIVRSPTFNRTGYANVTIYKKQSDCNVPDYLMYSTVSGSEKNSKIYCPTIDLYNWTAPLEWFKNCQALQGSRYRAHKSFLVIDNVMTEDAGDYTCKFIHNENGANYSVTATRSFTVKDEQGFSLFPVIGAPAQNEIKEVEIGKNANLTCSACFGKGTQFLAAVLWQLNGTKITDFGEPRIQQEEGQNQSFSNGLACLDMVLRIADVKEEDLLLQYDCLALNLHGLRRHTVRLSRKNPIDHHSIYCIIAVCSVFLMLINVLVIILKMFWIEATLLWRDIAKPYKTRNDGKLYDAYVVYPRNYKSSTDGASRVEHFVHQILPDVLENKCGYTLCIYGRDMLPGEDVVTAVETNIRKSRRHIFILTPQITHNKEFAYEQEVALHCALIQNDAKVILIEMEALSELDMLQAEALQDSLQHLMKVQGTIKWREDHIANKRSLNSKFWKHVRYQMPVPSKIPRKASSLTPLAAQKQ
# Numbers without * were called inactive; i = inactive; ? = inconclusive. Not all compounds are listed, so the mix of outcomes need not match the whole.
SMILES,ST2 IL33 inh
O=C(CCN1C(=O)c2cccc([N+](=O)[O-])c2C1=O)Nc1cccc(Cl)c1,i
O=C1c2cccc([N+](=O)[O-])c2C(=O)N1C1CCCCCCC1,36%*
COC(=O)c1cc(-c2cccc(Br)c2)no1,?
O=C(CC1Sc2ccccc2NC1=O)Nc1ccc(Cl)c(C(F)(F)F)c1 (stereo unspecified),i
CC(C)c1ccc(/C=C/C(=O)Nc2nc3ccc(S(C)(=O)=O)cc3s2)cc1,?
COc1ccc(CNC(=O)[C@@H]2Cc3nc[nH]c3CN2C)cc1,i
Cc1ccc(C(=O)N2CCc3ccccc32)cc1Br,i
CC(=O)Nc1ccc(S(=O)(=O)N[C@H]2CO[C@H]3[C@@H]2OC[C@@H]3Nc2nccc(-c3cccc(F)c3)n2)cc1,i
O=c1[nH]c(-c2ccc(S(=O)(=O)O)cc2)c(-c2ccc(S(=O)(=O)O)cc2)[nH]1,i
COc1ccc(-c2nccn2Cc2ccccn2)cc1CN1CCCC1,i
COc1cccc(N2C(=O)Nc3ccc(Br)cc3C2(O)C(=O)NC2CCCCC2)c1 (stereo unspecified),i
Cc1ccc(C2C3=C(CC(C)(C)CC3=O)NC3=C2C(=O)c2ccccc23)cc1 (stereo unspecified),?
Cc1cccc(NC(=O)Cc2c(C(=O)O)[nH]c3ccccc23)n1,?
CCCCNc1nc2c(c(=O)n(C)c(=O)n2C)n1Cc1ccccc1C,i
N#CCN1C(=O)c2ccccc2S1(=O)=O,i
COc1ccccc1NC(=O)C1(c2ccc(OC)c(OC)c2)CCOCC1,i
C#CCNC(=O)C[C@@H]1C[C@@H](C(C)C)[C@H](CNC(=O)C2CC2)C=C1C,i
Cc1cc(C)nc(N2CCCC(CCCO)C2)n1 (stereo unspecified),i
Cc1ccc(O)c(NC(=O)CSc2n[nH]c(C)c2[N+](=O)[O-])c1,i
COc1cc2c(C(=O)NCc3ccccn3)cn(C)c(=O)c2cc1OC,i
Cc1ccccc1Cn1nc(C)c(NC(=O)c2cc(C(C)C)on2)c1C,i
Cc1ccnc(NS(=O)(=O)c2ccc(NC(=O)c3ccc(Cl)cc3)cc2)n1,?
CNC(=O)c1cc(-c2c(F)cccc2OC)ccc1Cl,i
Cc1ccc2[nH]c(C(=O)O)c(-c3c(-c4ccccc4)ncn3CCCO)c2c1,i
CCN(CC)C(=O)C1CCCN(Cc2cccc(Cl)c2)C1 (stereo unspecified),i
COCCNC(=O)C1CCCN(C2CCN(Cc3snnc3C)CC2)C1 (stereo unspecified),i
COc1ccc2[nH]c(C(=O)NCc3cccnc3N(C)C)c(C)c2c1,i
NC(=O)c1ccccc1NC(=O)CCC(=O)O,i
CN(CCC1(O)CCCC1)C(=O)c1ncn[nH]1,i
CCOc1ccc(C(=O)Nc2ccc(NC(=O)c3cccs3)cc2)cc1[N+](=O)[O-],i
CC(C)(C)n1cnc2cc(NC(=O)c3ccccc3)ccc21,i
Cc1ccc(NC(=O)C2CCN(c3ccc(-c4cccs4)nn3)CC2)cc1,i
CC(=O)OCCn1nc(C)c2ccccc2c1=O,i
N#CC1=C(N)OC2=C(C(=O)CCC2)C1c1ccc(Cl)cc1Cl (stereo unspecified),i
COc1ccccc1NS(=O)(=O)c1cc(C(=O)O)c(Cl)cc1Cl,i
NS(=O)(=O)c1ccc(NC(NC(=O)c2ccco2)C(=O)c2ccc(Cl)cc2)cc1 (stereo unspecified),i
O=C1CCCC2=C1C(c1ccccc1)n1nc(SCc3ccccc3F)nc1N2 (stereo unspecified),?
Cc1ccc(C)c(CN2C(=O)CSc3ccc(C(=O)NCc4ccc(F)cc4)cc32)c1,i
CCc1nnc(NC(=O)CSc2nc3c(C)cccc3[nH]2)s1,i
CN1CC2(CCN(C(=O)c3cnc4cccnn34)C2)OC1=O (stereo unspecified),i
CCNc1nc(NC(C)C)nc(SCCOc2ccc(C)cc2)n1,?
CC1(C)OC(=O)C(=CNC(CCC(N)=O)C(=O)O)C(=O)O1 (stereo unspecified),i
O=C(CCC(=O)N1CCOC2(CNCCOC2)C1)NC1CCCC1 (stereo unspecified),?
CCc1nccn1CCC(=O)N1CCC(Cc2nncn2-c2ccccc2)CC1,?
CCc1ccccc1-c1nccc(NC)n1,?
CC1=NNC(=O)/C1=C(/C)C/C(C)=C1\C(=O)NN=C1C,i
Cc1nc2sc(C(N)=O)c(N)c2c(C)c1C,i
CCCC(=O)N1CCC(N2CCN(c3ccnc(SC)n3)CC2)CC1,i
Oc1c(F)cccc1CN1CC[C@@H](c2ccc3ccccc3c2)[C@H](O)C1,i
CC1CC(C)CN(S(=O)(=O)c2ccc(C(=O)Nc3nc(-c4ccccn4)cs3)cc2)C1 (stereo unspecified),?
Cc1cc(C)n2c(SCc3ccc(Cl)cc3Cl)nnc2n1,i
CCCSc1nnc2c3ccccc3n(CC)c2n1,i
Fc1ccccc1-c1noc(-c2ccc(NC3CCSC3)nc2)n1 (stereo unspecified),?
Cc1cccc(-c2nnc(-c3nc(NCc4ccc(N(C)C)cc4)c4ccccc4n3)o2)c1,?
Cc1ccccc1C(=O)N1CCCCC1CO (stereo unspecified),?
COc1cc(Nc2nc(-c3nnc(-c4ccc(C)cc4)o3)nc3ccccc23)cc(OC)c1OC,i
O=[N+]([O-])c1ccc(S(=O)(=O)Nc2cc(Cl)ccc2O)cc1,?
Cc1nn(C(=O)Cc2ccccc2)c(C)c1Sc1ccccc1[N+](=O)[O-],?
CCOc1ccc(-c2cn3ccsc3n2)cc1,i
CCN(CC)C(=O)c1cncc(C(=O)N(CC)CC)c1-c1ccccc1,i
# Remaining list, next part:
SMILES,ST2 IL33 inh
CN(Cc1ccccc1)C1CCCN(C(=O)CCCc2ccccc2)C1 (stereo unspecified),i
O=[N+]([O-])c1ccc(CN2CCN(c3cccc(Cl)c3)CC2)o1,i
COc1ccccc1C(=O)Nc1nnc(Cc2ccc(Cl)cc2)s1,i
COCCNC(=O)[C@@H](C)C1CC[C@@]2(C)CC[C@H](NC(=O)c3ccncc3)[C@@H](C)[C@@H]2[C@H]1O (stereo partly specified),i
Cc1c(O)ccc2c(=O)c(-c3ccccc3)c(C(F)(F)F)oc12,i
CN1CCC(N2CC[C@H](c3nnc(-c4ccncc4)o3)C2)CC1,i
COCCCNc1c2c3c(cccc3n(C)c1=O)C(=O)c1ccccc1-2,?
Cc1cc(NC(=O)CC2CCCCC2)nc2c1c(=O)oc1ccccc12,i
COc1cc(-c2cccs2)cc2c1OCCN(C(=O)CCc1cn[nH]c1)C2,?
CCOc1ccccc1N1CCN(Cc2coc3ccccc3c2=O)CC1,?
CC1=C(C(N)=O)C(c2ccc([N+](=O)[O-])cc2)n2nc(SCc3ccccc3)nc2N1 (stereo unspecified),?
COc1ccc(CN2CC[C@H](c3nnc(-c4ccco4)o3)C2)cc1,?
CC1=C(C(=O)OC2CCCCC2)C(c2ccc(C)cc2)n2ncnc2N1 (stereo unspecified),i
O=C(c1ccccc1)c1cccc(N2C(=O)C3C4C=CC(C4)C3C2=O)c1 (stereo unspecified),i
COc1cc2c(cc1OC)C(COc1ccc3c(C)cc(=O)oc3c1)N(C(=O)CC(C)C)CC2 (stereo unspecified),i

# Five compounds drawn at random from the list so far:
SMILES,ST2 IL33 inh
Cc1cc(NC(=O)CC2CCCCC2)nc2c1c(=O)oc1ccccc12,i
Cc1ccc(C(=O)N2CCc3ccccc32)cc1Br,i
Cc1ccnc(NS(=O)(=O)c2ccc(NC(=O)c3ccc(Cl)cc3)cc2)n1,?
COc1ccccc1C(=O)Nc1nnc(Cc2ccc(Cl)cc2)s1,i
CCc1nnc(NC(=O)CSc2nc3c(C)cccc3[nH]2)s1,i

# Going on with the list:
SMILES,ST2 IL33 inh
Cc1ccc(NC(=O)COc2ccc(F)cc2)cc1OCc1cc(=O)n2cccc(C)c2n1,?
CCc1nc(CN2CCC(CCC(=O)N3CCN(c4ccccc4)CC3)CC2)c(C)[nH]1,?
O=C(/C=C/CCc1ccc(O)cc1)CCc1ccc(O)cc1,i
COC(=O)c1nc2n(n1)C(c1ccccc1Cl)C(C(=O)OC1CCCCC1)=C(C)N2 (stereo unspecified),i
Cc1ccccc1-c1noc(-c2cccc(NC(=O)C(C)n3cncn3)c2)n1 (stereo unspecified),i
CC1=C(C(=O)Nc2ccc(C)cn2)C(c2ccc(C)cc2)C2=C(CC(C)(C)CC2=O)N1 (stereo unspecified),i
O=C(Nc1cccc(F)c1)c1ccc(Cl)c(Cl)c1,i
Cc1c(Cl)cccc1-n1ncnc1-c1cccc([N+](=O)[O-])c1,35%*
CCNc1nc(C)c(C(=O)N2CCN3CCN(C)C(=O)C3C2)s1 (stereo unspecified),i
CCC(Cn1ccnc1)NC(=O)C1=NNC(=O)CC1 (stereo unspecified),i
COc1ccc(NC(=O)CN2CCN(Cc3ccccc3)S2(=O)=O)c(OC)c1,i
CC1=C(C#N)C(=O)NC(=O)/C1=C\c1ccc(-c2cc([N+](=O)[O-])ccc2Cl)o1,?
O=C(CCS(=O)(=O)Cc1ccc(Cl)cc1)NCCCN1CCOCC1,i
COCCCNC(=O)c1cc2cc3ccc(OC)cc3nc2s1,?
COc1ccc(CNC(=O)C(N)=O)cc1,i

# In the list so far, these contain a furan ring, fused or not.
SMILES,ST2 IL33 inh
NS(=O)(=O)c1ccc(NC(NC(=O)c2ccco2)C(=O)c2ccc(Cl)cc2)cc1 (stereo unspecified),i
O=[N+]([O-])c1ccc(CN2CCN(c3cccc(Cl)c3)CC2)o1,i
COc1ccc(CN2CC[C@H](c3nnc(-c4ccco4)o3)C2)cc1,?
CC1=C(C#N)C(=O)NC(=O)/C1=C\c1ccc(-c2cc([N+](=O)[O-])ccc2Cl)o1,?

# (continued)
SMILES,ST2 IL33 inh
Cc1nnc(Sc2cc(C(=O)NCCN3CCCCCC3)c3ccccc3n2)s1,?
O=S(=O)(N[C@H]1CO[C@H]2[C@@H]1OC[C@@H]2n1nnnc1Oc1ccc(-n2ccnc2)cc1)c1cccs1,i
CCc1ccc(S(=O)(=O)Nc2ccc(-c3cn4ccccc4n3)cc2)cc1,?
O=C(Nc1nnc(C2CC2)o1)c1ccc(S(=O)(=O)N2CCCCCC2)cc1,?
O=C(CNC(=O)c1cccs1)NC1CCCCCCC1,i
CCOCCCNC(=O)c1cc2cc3ccc(OC)cc3nc2o1,?
O[C@@H]1C[C@@H](c2nc(Cc3ccc(F)cc3Cl)no2)N(Cc2cc3ccccc3o2)C1,i
COc1ccc(S(=O)(=O)N[C@@H]2CC[C@@H](N)C2)c2c1CCCC2,i
C=C(C)CN(CC)C(=O)CCc1c(C)nc2ncnn2c1C,i
COc1nccnc1NS(=O)(=O)c1ccc(NS(=O)(=O)c2ccc(NC(C)=O)cc2)cc1,?
COC(=O)c1cc2n(n1)CCN(S(=O)(=O)c1ccc(C)cc1OC)C2,?
COc1ccc(CN(C)Cc2ccc3ccccc3n2)cc1O,?
COc1cc2c(cc1OC)C(C(=O)N(C)CCc1ccccn1)C(c1ccccc1F)N(C)C2=O (stereo unspecified),i
COc1ccc(OC)c(C2CC(c3ccc(C)cc3)=NN2C(C)=O)c1 (stereo unspecified),?
COc1ccc(Oc2nc3c(c(=O)n(C)c(=O)n3C)n2Cc2ccc(Cl)cc2)cc1,i

# Continued, overlapping the part above by 2 compounds.
SMILES,ST2 IL33 inh
COc1ccc(OC)c(C2CC(c3ccc(C)cc3)=NN2C(C)=O)c1 (stereo unspecified),?
COc1ccc(Oc2nc3c(c(=O)n(C)c(=O)n3C)n2Cc2ccc(Cl)cc2)cc1,i
Cc1ccc(NC(=O)CN(C)Cc2csc(C(C)C)n2)c(C)c1,i
O=[N+]([O-])c1cc(CN2CCCC2)c2cccnc2c1O,?
O=C(O)C1CC(=O)N(Cc2csc(-c3ccccc3)n2)C1 (stereo unspecified),i
Cc1nnc(Nc2cccc(Cl)c2)[nH]c1=O,i
Cc1cc(Oc2ncnc(N)c2[N+](=O)[O-])ccc1C(C)C,?
O=C(c1c[nH]c(=O)[nH]c1=O)N1C[C@@H]2C3CCC(CC3)[C@@H]2C1,i
CN(Cc1ccccc1)c1nc2c(c(=O)[nH]c(=O)n2C)n1Cc1ccccc1Cl,i
O=C(c1ccccc1)c1c[nH]c2ccc(Cl)cc2c1=O,i
COCc1nnc(NC(=O)c2ccc(S(=O)(=O)N(CCC#N)CCC#N)cc2)o1,i
CCCc1cc(N2CCCC(CCC(N)=O)C2)nc(C)n1 (stereo unspecified),i
O=C(CN1C(=O)CC(c2ccccc2)=Nc2ccccc21)Nc1ccccc1,i
CCOC(=O)C1=C(C)Nc2nc(SCc3ccccc3)nn2C1c1ccccc1OC (stereo unspecified),i
Cc1[nH]cnc1C(=O)N1CC(N2CCCCC2C)C1 (stereo unspecified),?
COc1ccccc1N1C(=O)c2cccc(N)c2C1=O,i
O=C1c2ccccc2S(=O)(=O)N1Cc1ccc(Cl)cc1Cl,i
Cc1nn(Cc2ccccc2)c(C)c1S(=O)(=O)O,?
O=C(c1cnc2n(c1=O)CCS2)N1CCCc2ccccc21,i
O=C(Nc1ccc(I)cc1)c1ccccc1[N+](=O)[O-],i
CCNC(=O)O[C@@H]1CO[C@H]2[C@@H]1OC[C@@H]2NC(=S)Nc1cccc(C(=O)OC)c1,34%*
Cc1ccc(-c2noc([C@@H]3Cc4nc[nH]c4CN3C(=O)NC3CCCCC3)n2)cc1,?
COc1ccccc1OC(C)(C)C(=O)Nc1cnc2n1CCCC2,?
O=C(Nc1ccc(Cl)cc1)c1ccc([N+](=O)[O-])cc1,?
O=C(NCC1CCCN(Cc2ccccn2)C1)c1nc2ccccc2[nH]1 (stereo unspecified),i
CC(C)Cc1c(C#N)c(N)nc(SC(C(N)=O)c2ccccc2)c1C#N (stereo unspecified),i
CCOc1ccc(-c2c(C#N)c(N)nc(SCC#N)c2C#N)cc1,i
CCCCN(CC)Cc1c(O)ccc2c3c(c(=O)oc12)CCC3,?
COc1cccc(C2Nc3ccccc3NC3=C2C(=O)CC(c2ccc(F)cc2)C3)c1 (stereo unspecified),i
